# Compound activity as filed in PubChem BioAssay.
# Rac1 GTP hydrolysis = MgcRacGAP GTPase-activating activity inhibitors, confirmation, biochemical, ADP Hunter fluorescence; MgcRacGAP-stimulated Rac1 GTP hydrolysis, ADP Hunter fluorescence; higher % means a stronger effect; GST-tagged Rac1 F28L mutant substrate; inhibition, % at 30 µM; hits with a dose series show IC50 in µM; hit rate 0.6% among 340,000; AID 624330;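 active means first-screen hits whose inhibition reached a set limit at any dose in the follow-up dose series; inconclusive means inhibition above the set first-screen limit but never retested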;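 further: fluorescence reports GDP produced by GAP-driven GTP hydrolysis; strong numbers were not always called active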
# Myeloid diff 2 = myeloid differentiation induction; ER-HoxA9 myeloid progenitors, lysozyme-GFP differentiation, flow cytometry; hit rate 1% among 360,000; calls only at 10 µM;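 active means normalized GFP-positive differentiation at or above the plate's own cutoff, the solvent-only control mean plus 3 SD; inconclusive means no clear call, values can overlap the other calls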;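 further: cells exposed to compound for four days before flow analysis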
# K1F lysis inhibition = protection from phage-mediated lysis, alamar blue read-out – E. coli UTI89, K1F phage, bacterial capsule biogenesis inhibitors (AID 488966). E. coli UTI89 K1F phage lysis, alamar blue, 2 h; higher % means a stronger effect. one-dose inhibition, % at 100 µM; IC50 in µM for titrated hits. hit rate 0.02% among 340,000;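 active means phage lysis inhibition, versus mean bacterial control, above a set limit; inconclusive means no clear call, values can overlap the other calls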;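 further: capsule biogenesis inhibitors block K1F phage lysis so surviving cells raise fluorescence; higher fluorescence means more inhibition of phage lysis; actives were called in the ten point dose series up to 300 µM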
# SV40 large T antigen = SV40 large T antigen inhibitors, biochemical (AID 1903) | SV40 large T antigen ATPase/helicase inhibition assay; higher % means a stronger effect | one-dose inhibition, % at 20 µM; IC50 in µM for titrated hits | hit rate 0.39% among 310,000; in the data active means a potency from the dose series; inconclusive means inhibition mostly from about 32% at the one dose, without a potency; inactive means the rest, 99 in 100 with inhibition below about 32%; further: strong numbers were not always called active
# T cell HTS = modulates CD8 T cell binding to vesicles; 2C CD8+ T cell-vesicle binding, flow cytometry; hits give low values; calls only at 7 µM; hit rate 0.068% among 330,000;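 active means response, share of CD8 T cells binding vesicles, and their 90th percentile fluorescence all below set limits, cut at about 80% in these data, passing the limit was not always enough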
#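 Assay system – 2C mouse CD8+ T cells · Also added – QL9-loaded Drosophila micro-vesicles · Timing – Cell–vesicle co-incubation 1.5 h at 37 °C, staining 20 min on ice · Signal – flow cytometry of vesicle-bound cells · Measure – percent CD8+ FL2 mean versus row control · Controls – Peptide-free naked vesicles (low) and QL9 vesicles with 0.7% DMSO vehicle (high)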
# TNAP activation fold = human TNAP enzyme activators, primary screen, biochemical, luminescent, no phosphate acceptor, uHTS (AID 1001). purified TNAP, luminescent activation assay, no phosphate acceptor; higher activation fold means a stronger effect. one-dose activation fold at 20 µM; EC50 in µM for titrated hits. hit rate 0.03% among 200,000; in the data active means activation fold from about 3, or a potency from the dose series; inactive means the rest, 99 in 100 with activation fold below about 1.6; further: many of its hits are not listed in these tables
# PhoP inhibition = PhoP-dependent GFP reporter repression – Salmonella Typhimurium, primary screen (AID 1863); S. Typhimurium PhoP-regulated promoter GFP reporter, 4 h; higher % means a stronger effect; hit rate 0.16% among 300,000; inhibition, % at 50 µM, or IC50 in µM where a hit was titrated;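 active means inhibition over 29.93%, a cutoff 3 SD above the screen mean, later confirmed by dose response; inconclusive means inhibition over 29.93% but no dose response follow-up; inactive means inhibition at most 29.93% or unconfirmed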;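 further: 0% = low Mg2+ inducing control and 100% = high Mg2+ repressing control; strong numbers were not always called active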
# RSV antiviral HEp-2 = inhibition of RSV-induced cytopathic effect – HEp-2 cells, primary 10 µM value included (AID 2391); hit rate 0.13% among 310,000; HEp-2 cells, RSV-induced CPE inhibition; higher % means a stronger effect; one-dose CPE inhibition, % at 10 µM; IC50 in µM for titrated hits; in the data active means a potency from the dose series; inconclusive means CPE inhibition mostly from about 23% at the one dose, without a potency; inactive means the rest, 99 in 100 with CPE inhibition below about 21%; further: strong numbers were not always called active
# NTR1 ag = agonists of NTR1, primary screen, imaging, U2OS cells, beta-arrestin-GFP, high content (AID 493036); activation, % at 20 µM; hit rate 0.17% among 330,000; P30989; NTR1-U2OS beta-arrestin-GFP spot imaging, agonist mode;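 active means activation at or above 40% of the spot to cytoplasm intensity ratio, with at least 20 cells analyzed; inconclusive means wells under 20 cells, flagged as cytotoxic or low count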;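 further: 0% = DMSO without peptide and 100% = 100 nM NTR1 peptide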
# Target sequence (P30989 whole entry, looked up): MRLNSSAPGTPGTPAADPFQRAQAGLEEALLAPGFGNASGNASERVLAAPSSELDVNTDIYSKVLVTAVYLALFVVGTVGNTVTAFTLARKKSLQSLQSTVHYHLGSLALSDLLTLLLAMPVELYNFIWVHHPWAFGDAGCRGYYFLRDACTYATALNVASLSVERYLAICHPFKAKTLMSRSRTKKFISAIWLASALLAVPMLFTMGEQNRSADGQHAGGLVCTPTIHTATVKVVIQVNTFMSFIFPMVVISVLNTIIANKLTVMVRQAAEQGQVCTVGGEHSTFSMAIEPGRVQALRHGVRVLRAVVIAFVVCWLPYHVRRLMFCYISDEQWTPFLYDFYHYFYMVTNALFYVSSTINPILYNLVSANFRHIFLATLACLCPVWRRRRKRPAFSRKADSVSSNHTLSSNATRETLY
# T cell HTS vesicle-bound % = further read-out of T cell HTS, marked with its call; double positive events, %; measured here: CD8+ vesicle-bound cell fraction;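 binding gate set so that unloaded-vesicle control wells show 10% double positive cells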
# NTR1 ag cell count 20 µM = second read-out of NTR1 ag, no call of its own (marks repeat the call); cell count; measured here: cell count, cytotoxicity flag
# Myeloid diff 2 GFP+ MAC1+ % = second read-out of Myeloid diff 2, no call of its own (marks repeat the call); GFP+ MAC1+ double positive, %; measured here: differentiation confirmed by MAC1 staining
# * hit, by the source's call; i = inactive; u = inconclusive; x = not tested or not shown; + = active, no number; [ ] = dose if it differs, or a comment. An unsorted share of the library; overall some 2.3% were active at least once.
SMILES,Rac1 GTP hydrolysis,Myeloid diff 2,Myeloid diff 2 GFP+ MAC1+ %,K1F lysis inhibition,SV40 large T antigen,T cell HTS,T cell HTS vesicle-bound %,TNAP activation fold,PhoP inhibition,RSV antiviral HEp-2,NTR1 ag,NTR1 ag cell count 20 µM
O=C(Nc1nc2c(s1)CCCC2)C1COc2ccccc2O1 (stereo not given),6.8%,i,1.8,0.0%,-2.6%,+,8.3*,1.1,5.9%,2.2%,-0.9,44
CCc1ccccc1NC(=O)c1cc(S(=O)(=O)N2CCCC2)c[nH]1,3.3%,i,1.8,0.2%,x,i,28.2,x,x,0.8%,2.4,63
CCN(CC)C(=O)C1CCCN(Cc2ccc3ccccc3c2)C1 (stereo not given),21.0%,i,0.9,1.0%,4.2%,i,39.2,x,1.1%,-0.7%,0.3,55
CC1CCCN(C(=O)c2ccc(CNc3c(N4CCCCC4)c(=O)c3=O)cc2)C1 (stereo not given),3.4%,i,2.1,0.1%,0.7%,i,43.1,1.1,7.2%,3.0%,-2.2,36
CCc1cc(C(=O)N(C)CC(=O)N(CC(C)C)c2c(N)n(CC(C)C)c(=O)[nH]c2=O)sc1C,5.7%,i,2.3,0.4%[50 µM],18.1%,i,13.1,x,-7.1%,0.6%,-0.4,58
O=C(Cn1c(=S)[nH]c2ncccc2c1=O)NCCc1ccccc1,x,x,x,x,1.4%,i,58.7,1.2,2.1%,0.0%,2.3,55
CC(C)(C)N1CC23C=CC(C[C@@H]2C1=O)O3 (stereo not given in full),-3.8%,i,1.9,2.2%,17.4%,i,33.9,x,x,4.4%,-0.8,66
Cc1ccc(S(=O)(=O)N2CCOCC2)cc1NC(=O)COC(=O)c1ccc(Cl)nc1,7.8%,i,1.0,0.6%[50 µM],x,i,42.6,x,x,x,-1.6,50
O=S(=O)(Nc1nc2ccccc2nc1Cl)c1ccccc1C(F)(F)F,6.5%,i,0.7,0.2%,8.0%,i,27.0,x,-3.8%,0.5%,1.1,46
CCCn1c(=O)c2ccccc2n2c(SCc3nnc(-c4ccccc4Br)o3)nnc12,7.5%,i,1.4,-0.1%,9.5%,i,23.6,1.1,-0.7%,0.6%,0.2,62
COc1ccc(-n2cnnc2SCC(=O)Nc2cccc(S(N)(=O)=O)c2)cc1,5.2%,i,1.9,0.4%,10.5%,i,30.1,x,-0.9%,1.8%,2.0,49
Cc1sc2nc(SCC(N)=O)n(-c3ccccc3)c(=O)c2c1C,5.5%,i,0.5,-0.1%,4.6%,i,21.2,1.1,-4.4%,0.6%,-0.6,58
Cc1c(Cl)c([N+](=O)[O-])nn1CC(=O)NCC(C)C,1.0%,i,0.1,-1.8%,2.5%,i,56.9,1.1,-0.2%,0.8%,-0.2,58
COC(=O)c1ccccc1NC(=O)Nc1ccc(Cl)cn1,-1.2%,i,1.2,-1.6%,4.5%,i,45.0,1,3.1%,-0.5%,0.5,32
CC(C)Cn1c(/C=N/Nc2nc3ccccc3[nH]2)nc2ccccc21,9.9%,+,1.9*,9.5%,4.0%,x,x,1.5,10.7%,x,x,x
COc1ccc2[nH]c(C(=O)NCCCN3CCCC3=O)c(C)c2c1,8.3%,i,0.8,0.1%,8.3%,i,31.5,x,-7.9%,1.7%,-0.5,51
Cc1ccccc1-c1n[nH]c(=S)n1C,9.9%,i,0.6,1.1%,30.2%,i,54.8,0.8,-5.2%,2.7%,-0.6,76
O=C(COC(=O)/C=C/c1cccc(C(F)(F)F)c1)NC(c1ccccc1)c1ccccc1,-0.1%,i,0.5,-0.2%,-0.4%,i,20.3,1,-0.2%,1.1%,2.9,40
O=C(NC1=NCCS1)c1ccc(Cl)c(S(=O)(=O)N2CCOCC2)c1,5.7%,i,0.4,-0.5%,-0.5%,i,16.5,1,5.5%,1.5%,0.3,42
O=C(NNC(=O)c1ccccc1Br)c1cccs1,-7.6%,i,2.6,1.3%,9.2%,i,16.6,x,2.7%,2.7%,0.2,39
CCOC(=O)N1CCN(C(=O)C2CCCN(S(=O)(=O)c3ccc(F)cc3)C2)CC1 (stereo not given),5.5%,i,0.4,-1.0%,21.4%,i,64.6,1.1,0.7%,-1.3%,0.1,39
CN(Cc1ccccc1)C1=CC(=[N+]2CCCCC2)CC(C)(C)C1,-5.3%,u,x,-0.7%[50 µM],4.6%,i,14.1,x,10.0%,-1.5%,3.8,48
COc1ccc(-c2csc(NC(=O)c3ccc(N4C(=O)CCC4=O)cc3)n2)cc1OC,7.1%,i,0.5,0.4%,-0.5%,i,40.3,1.1,-0.8%,0.3%,3.5,55
O=C(c1ccc(CS(=O)(=O)c2ccc(Br)cc2)o1)N1CCN(c2ccccn2)CC1,2.5%,i,4.9,-2.8%,-0.2%,i,39.5,1,-4.8%,2.1%,2.5,58
COc1ccc(CNC(=O)CCN2C(=O)c3ccccc3C2=O)cc1,-0.8%,i,1.3,-0.2%,7.0%,i,38.1,x,-4.7%,1.0%,0.9,87

# New compounds follow:
SMILES,Rac1 GTP hydrolysis,Myeloid diff 2,Myeloid diff 2 GFP+ MAC1+ %,K1F lysis inhibition,SV40 large T antigen,T cell HTS,T cell HTS vesicle-bound %,TNAP activation fold,PhoP inhibition,RSV antiviral HEp-2,NTR1 ag,NTR1 ag cell count 20 µM
Cc1ccc(S(=O)(=O)Nc2ccccc2-c2nc3ccccc3[nH]c2=O)cc1,10.6%,i,1.0,-0.1%[50 µM],x,i,22.3,x,x,-0.6%,-1.2,69
CC1(NC(=S)Nc2ccccc2)CCS(=O)(=O)C1 (stereo not given),x,i,0.6,x,6.2%,i,31.2,x,-5.8%,3.0%,-0.5,56
COC(=O)CN1C(=O)C2(C(C#N)=C(N)Oc3n[nH]c(-c4cccs4)c32)c2ccccc21 (stereo not given),-0.5%,i,1.5,3.5%,20.4%,i,6.5,1,7.5%,1.0%,53.4*,92*
Cc1nnc(Nc2ccc(Cl)cc2)n(N)c1=O,7.4%,i,1.4,0.5%,12.3%,i,8.0,1.1,10.2%,2.1%,-1.8,95
O=S(=O)(NC1CCCCC1)c1cccc(-c2nnc(-c3ccccc3)o2)c1,3.2%,i,0.4,3.9%,-0.7%,i,26.5,1.1,-9.1%,10.2%,12.7,83
Cc1cc(C(=O)NNC(=O)Nc2ccccc2)no1,-10.6%,i,0.8,-2.6%,13.4%,i,36.7,x,-0.8%,1.1%,0.8,59
Cc1cc(N2CCN(Cc3ccccc3)CC2)n2nc(C)c(-c3ccccc3)c2n1,6.0%,i,1.1,7.4%,10.9%,i,57.5,1,-2.9%,3.2%,15.0,63
O=C(CCN1C(=O)/C(=C/c2cccs2)SC1=S)N1CCCCC1,9.4%,u,x,0.5%,6.9%,i,56.6,x,-5.4%,-0.1%,12.9,50
COc1ccccc1CC(=O)Nc1cccc(F)c1,-0.9%,i,0.2,0.6%,9.7%,i,58.3,1.1,-3.4%,1.3%,-0.5,46
Cc1ccc(C2=NC3(CCCCCC3)NC2=S)cc1,3.7%,i,0.4,1.7%[50 µM],-30.8%,i,18.9,1.1,9.1%,0.2%,0.8,77
COc1cc(C(=O)NCCOc2cccc(C)c2)c(Br)c(OC)c1OC,-0.7%,i,1.0,-0.1%,-1.6%,i,32.7,1.1,3.6%,2.2%,4.3,56
O=C(N/N=C/c1ccccn1)c1cc(-c2ccc(Br)cc2)nc2ccccc12,7.4%,i,0.0,0.7%,-6.2%,i,17.4,x,-6.1%,u,6.8,52
Cc1c(C(=O)N2CCC2)oc2ccc(Br)cc12,13.2%,i,0.7,2.9%[50 µM],11.9%,i,36.2,x,2.7%,5.2%,0.3,58
CC1CCCCC1NC(=O)C1CCCN1S(=O)(=O)c1cccc2nsnc12 (stereo not given),6.4%,i,2.3,0.2%,-5.2%,i,13.1,0.9,0.6%,1.5%,-1.3,51
O=C(CSc1nnc(CNC(=O)c2ccccc2)o1)NCC1CCCO1 (stereo not given),-5.3%,i,0.6,0.2%[50 µM],12.3%,i,9.1,x,-7.7%,0.4%,-0.7,65
O=S(=O)(Nc1nc(-c2ccccc2)cs1)c1cccc(C(F)(F)F)c1,11.6%,i,1.0,-1.0%,u,i,34.5,x,-0.7%,3.4%,2.7,52
COCc1ccc(C(=O)Nc2cccc(S(=O)(=O)N(C)c3ccccc3)c2)cc1,1.4%,i,1.9,-0.7%,x,i,25.0,x,x,x,3.1,56
CCCOP(=O)(c1ccc(N(C)C)cc1)C(Nc1ccccc1)c1ccc(N(C)C)cc1 (stereo not given),4.7%,i,0.3,6.5%,6.4%,i,23.7,1.2,-4.7%,2.5%,2.8,67
Cc1ccccc1-c1nc(CS(=O)CC(=O)NC2CCCCC2)c(C)o1 (stereo not given),-2.5%,u,x,0.2%,12.5%,i,18.9,x,-7.1%,1.7%,0.6,72
NC(=O)c1cc(-c2ccccc2)nc(N2CCCCCC2)n1,4.8%,i,1.1,0.2%,8.7%,i,19.3,1,-5.1%,1.8%,7.5,67
CCCCC[C@H]1CN(C2CCCCC2)C(=O)[C@@H]1CC(=O)NCc1ccccc1,1.9%,i,0.3,-1.8%,9.8%,i,12.6,x,x,-3.7%,2.1,99
O=C(O)CCSc1nc2ccccc2n1Cc1ccccc1,4.9%,i,0.4,-0.1%,4.8%,i,20.0,x,-0.6%,-0.1%,0.5,68
COc1ccc(N2CCN(Cc3nc4scc(-c5cccs5)c4c(=O)[nH]3)CC2)cc1,1.6%,i,0.8,0.1%,31.6%,i,14.6,1.2,-5.1%,0.0%,4.4,58
N/C(=N\c1nc2ccccc2o1)NC(=O)c1ccc(F)cc1,-2.2%,i,0.7,3.0%,4.3%,i,25.7,1.1,5.9%,0.7%,-0.7,56
Cc1nc(SCC(=O)Nc2ccccc2C(F)(F)F)c(C#N)c(C)c1CC(=O)c1ccc(Br)cc1,x,x,x,x,11.0%,i,49.5,1.1,-2.8%,7.7%,3.7,44
